Assay outcomes (PubChem)
influenza NS1A – NS1A inhibition, H1N1 influenza, cell based functional assay (AID 504329); NS1A functional cell-based assay, percent inhibition; higher % means a stronger effect; inhibition, % at 12.5 µM; hits with a dose series show IC50 in µM; actives 0.3% (n = 340,000); in the data active means a potency from the dose series; inconclusive means inhibition above about 27% without an active follow-up result; further: strong numbers were not always called active
M. tuberculosis – growth inhibition of non-replicating M. tuberculosis (AID 488890); Mycobacterium tuberculosis non-replicating, growth inhibition; higher % means a stronger effect; one-dose inhibition, % at 25 µM; IC50 in µM for titrated hits; actives 0.39% (n = 320,000); in the data active means a potency from the dose series; inconclusive means inhibition mostly from about 82% at the one dose, without a potency; inactive means the rest, 99 in 100 with inhibition below about 76%;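 further: plate controls were DMSO cells for no effect and high antibiotic wells for full effect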
VEEV TC-83 Vero – inhibitors of VEEV TC-83 cytopathic effect, confirmation, Vero cells (AID 588727). Vero cells, VEEV TC-83 cytopathic effect inhibition; higher % means a stronger effect. inhibition, % at 20 µM; hits with a dose series show IC50 in µM. actives 0.13% (n = 350,000); in the data active means a potency from the dose series; inconclusive means inhibition mostly from about 14% at the one dose, without a potency; inactive means the rest, 99 in 100 with inhibition below about 12%; further: strong numbers were not always called active
Salmonella PhoP GFP – Inhibition of PhoP regulon, Salmonella typhi GFP reporter cells, confirmation, 4 h (AID 1850); Salmonella Typhi PhoP-promoter GFP reporter, fluorescence, 4 h; higher % means a stronger effect; one-dose inhibition, % at 50 µM; IC50 in µM for titrated hits; actives 0.33% (n = 310,000); in the data active means a potency from the dose series; inconclusive means inhibition mostly from about 25% at the one dose, without a potency; inactive means the rest, 99 in 100 with inhibition below about 19%;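 further: 0% = induced wells with vehicle and 100% = uninduced wells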
M. tuberculosis HTS – M. tuberculosis growth inhibition, HTS (AID 449762) | actives 0.59% (n = 330,000) | inhibition, % at 25 µM, or IC50 in µM where a hit was titrated | M. tuberculosis H37Rv growth inhibition, 7H9 media; higher % means a stronger effect; in the data active means a potency from the dose series; inconclusive means inhibition above about 70% without an active follow-up result;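 further: bacterial growth assessed after seven days of incubation; strong numbers were not always called active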
VEEV TC-83 Vero 10K pilot screen – second read-out of VEEV TC-83 Vero, no call of its own (marks repeat the call); inhibition, %; measured here: 10K pilot screen inhibition
Active calls of the source: *; i = inactive; u = inconclusive; x = not tested or not shown.

SMILES | influenza NS1A | M. tuberculosis | VEEV TC-83 Vero | Salmonella PhoP GFP | M. tuberculosis HTS | others
Cc1ccc(-n2c(N)c(Br)c(=O)[nH]c2=O)cc1C | -7% | -18% | 0.6% | 5% | 4%
COc1ccc(-c2cc(C(=O)Nc3c(C)nn(Cc4ccccc4)c3C)no2)cc1 | 9% | 14% | 2.4% | 0% | -5%
O=C(CCc1ccc(S(=O)(=O)NCCc2ccccc2)cc1)Nc1ccc2c(c1)OCCO2 | 1% | 7% | 2.4% | 9% | -1%
CCC(NC(=O)c1cc(COc2cncc(Cl)c2)on1)c1ccncc1 (configuration not stated) | 4% | 22% | 2.8% | 3% | 4%
CCn1c(C)nc2cc(C(=O)NNC(=S)Nc3ccc(OC)cc3)ccc21 | 3% | -5% | 0.9% | -11% | 25% | VEEV TC-83 Vero 10K pilot screen=2.4
O=C(NC1CCCC1)C(c1ccc(Cl)cc1)N(Cc1ccc(F)cc1)C(=O)CCl (configuration not stated) | -9% | 51% | 12% | -8% | -7%
Cc1ncc2n1-c1ccc(Cl)cc1C(c1ccccc1F)=NC2 | -19% | 15% | 5.2% | x | -1%
NC(=O)CN1CC(c2ccccc2)CC1=O (configuration not stated) | -5% | 8% | 2.5% | 4% | 3%
O=C(CN1CC(=O)Nc2ccccc21)NCCc1ccc(Cl)cc1Cl | 8% | 12% | 3.2% | -15% | 8%
CC(=O)N1CCN=C1SCc1c(F)cccc1Cl | -2% | -1% | 2.0% | -9% | -3%
O=C(C1=C[C@H](C2CC2)C[C@H](OCc2ccc(CO)cc2)O1)N1CCOCC1 | 5% | -5% | 0.2% | -3% | 1%
O=C(O)CC1S/C(=N/N=C/c2ccc(-c3ccc(Cl)cc3[N+](=O)[O-])o2)NC1=O (configuration not stated) | -10% | 49% | 3.7% | 11% | -9%
CN(CC(=O)Nc1ccc2c(c1)OCO2)S(=O)(=O)c1cccs1 | 8% | -4% | 1.7% | -1% | -7%
O=C(C1CCCN(S(=O)(=O)c2ccccc2[N+](=O)[O-])C1)N1CCCC1 (configuration not stated) | -6% | -3% | i | -7% | -1%
CCn1cnc2cc(NC(=O)COc3ccc(C)cc3)ccc21 | -24% | x | 1.0% | x | x
Cc1cc(C(=O)CSc2nnnn2-c2ccc(O)cc2)c(C)n1Cc1ccc2c(c1)OCO2 | 13% | 38% | 4.3% | 6% | 3% | VEEV TC-83 Vero 10K pilot screen=7.9
COc1cc(C(=O)Nc2nc(-c3ccc(C)cc3)cs2)ccc1OCC(=O)N1CCOCC1 | -2% | 30% | 5.7% | -5% | 9%
O=C(NN=C1CCN(Cc2ccccc2)CC1)c1cc(Br)ccc1O | -6% | 51% | 1.3% | 1% | 3%
Cc1ccc(C(=O)NN2C(=O)C3C(C2=O)C2C=CC3C23CC3)cc1 (configuration not stated) | 5% | -8% | 0.4% | -8% | 6%
Cc1csc(N(C)C(=O)CSc2nnc(COc3ccccc3C)o2)n1 | -7% | 55% | 1.4% | 1% | 2%
COc1ccccc1Oc1ccc(N/C=C/C(=O)c2ccc(C)o2)cc1 | 9% | 35% | 8.1% | -5% | 4%
CC(C)C(C)NC(=O)COc1ccc(S(=O)(=O)N2CCOCC2)cc1[N+](=O)[O-] (configuration not stated) | -3% | -1% | 1.5% | 15% | 2%
CCOc1ccc([C@@H]2CC=C(C(=O)O)[C@H](c3ccc(F)cc3)N2S(=O)(=O)c2ccc(C)cc2)cc1 | -7% | -3% | 1.6% | -2% | 3%
O=C(CN1CCN(S(=O)(=O)c2ccc(F)c(Cl)c2)CC1)N1CCNC1=O | -8% | -10% | 0.7% | x | -14%
O=C(NCCCc1ccccc1)c1cc(COc2ccc(F)cc2Cl)on1 | -10% | 37% | 6.2% | 1% | 14%

The last 3 entries of the section above lead into the next.
SMILES | influenza NS1A | M. tuberculosis | VEEV TC-83 Vero | Salmonella PhoP GFP | M. tuberculosis HTS | others
CCOc1ccc([C@@H]2CC=C(C(=O)O)[C@H](c3ccc(F)cc3)N2S(=O)(=O)c2ccc(C)cc2)cc1 | -7% | -3% | 1.6% | -2% | 3%
O=C(CN1CCN(S(=O)(=O)c2ccc(F)c(Cl)c2)CC1)N1CCNC1=O | -8% | -10% | 0.7% | x | -14%
O=C(NCCCc1ccccc1)c1cc(COc2ccc(F)cc2Cl)on1 | -10% | 37% | 6.2% | 1% | 14%
CCCOc1ccc(C(=O)C(CCC(CNCC)C(=O)c2ccc(OCCC)cc2)CNCC)cc1 (configuration not stated) | 10% | x | i | x | x
CCOC(=O)c1ccc2c(c1)nc(SC(C)C(=O)NCC1CCCO1)n2CC (configuration not stated) | -6% | 8% | 3.3% | x | -18%
CCOC(=O)c1c(C)oc2ccc(NS(=O)(=O)c3cccs3)cc12 | -4% | 14% | 5.7% | -5% | -1%
Cc1ccc(C(=O)N2N=C3c4ccccc4S(=O)(=O)N3[C@H]2N(C)C)cc1 | -16% | -3% | 0.9% | 16% | 3%
COC(=O)c1ccc(C)c(NC(=O)CCCN2C(=O)CN(C)C2=O)c1 | -16% | 3% | 0.2% | x | -10%
Brc1cc(Br)c2nc(-c3cccs3)ccc2c1 | -1% | -19% | 1.4% | 4% | -7%
C[C@H](CO)N1C[C@H](C)[C@@H](CN(C)S(=O)(=O)c2ccccc2)Oc2ccc(NC(=O)NC3CCCCC3)cc2C1=O | -18% | 47% | 1.1% | x | 2%
N#Cc1c(SCC(=O)Nc2cccc(F)c2)sc2c(O)cc(=O)[nH]c12 | 10% | -3% | 1.1% | 9% | 6%
COc1cc(OC)cc(C(=O)NC(=S)Nc2ccc(Cl)c(C(=O)O)c2)c1 | -2% | 41% | 7.4% | -1% | 7%
c1ccc(-c2nc(NCc3ccco3)c3ccccc3n2)nc1 | 15µM* | 73% | 6.4% | 10% | u
O=[N+]([O-])c1ccccc1N/N=C/c1c[nH]c2ccccc12 | 19µM* | 8% | i | 4% | 3%
NCCNC(=O)c1c(NC(=O)c2ccccc2)sc2c1CCCC2 | 10% | 48% | 9.7% | 7% | 8%
Cc1ccc(-n2c(SCC(N)=O)nc3c([nH]c4ccccc43)c2=O)cc1 | 25% | x | 3.5% | -15% | 4%
CC(C)C(=O)Nc1nnc(S(=O)(=O)N2c3ccccc3CC2C)s1 (configuration not stated) | -2% | -3% | 1.6% | -12% | -7%
CC(C)(C)NC(=O)c1cccc2c1OC(C)(C)C2 | -5% | 5% | 1.7% | -10% | 0%
O=C(Cc1n[nH]c(=O)c2ccccc12)OCC(=O)c1ccccc1 | -6% | -1% | 0.9% | x | -2%
C=CCNC(=O)c1ccc(C(=O)c2ccccc2)cc1 | 0% | 15% | 4.0% | -9% | 10%
CCCc1cc(N2CCOCC2)n2nc(C)c(-c3ccccc3)c2n1 | -14% | -13% | 9.2% | -11% | -1%
CC1=NOC(=O)/C1=C\c1ccccc1 | 1% | -4% | 0.7% | 0% | 0%
CCC(C(=O)NC1CCCCC1)n1c(SCc2ccc(F)cc2)nc2ccncc21 (configuration not stated) | 8% | 45% | 0.7% | 3% | -8% | VEEV TC-83 Vero 10K pilot screen=0.6
CCOC(=O)C1C(c2ccc(C)o2)NC(=O)NC1(O)C(F)(F)F (configuration not stated) | -4% | -9% | 0.8% | -5% | -1%
C=CCN1C(=O)C(C)S/C1=N\S(=O)(=O)c1ccc(Cl)cc1 (configuration not stated) | 4% | 9% | i | -9% | 2%
CC(C)N1CCN(c2ccc(OCC3COC(Cn4cncn4)(c4ccc(Cl)cc4Cl)O3)cc2)CC1 (configuration not stated) | 12% | x | u | x | x
CCOc1ccccc1NC(=O)Cn1nnc(C(=O)NCCc2ccc(OCC)c(OCC)c2)c1N | 1% | -12% | 0.4% | 4% | 0%
CN(CCCNC(=O)c1ccc(N2CCCC2=O)cc1)c1ccccc1 | -2% | 4% | 1.4% | 4% | -5% | VEEV TC-83 Vero 10K pilot screen=0.7
SMILES | influenza NS1A | M. tuberculosis | VEEV TC-83 Vero | Salmonella PhoP GFP | M. tuberculosis HTS | others
O=C(Nc1cccc(C(=O)O)c1)Nc1cccc2ccccc12 | -45% | 34% | 0.7% | 7% | 1%
O=c1c2ccccc2ncn1Cc1cccc2ccccc12 | -2% | 47% | 1.4% | -6% | 17%
CC(=O)c1cccc(CN2CCN(C3CCCCC3)C(CCO)C2)c1 (configuration not stated) | -1% | 1% | 2.6% | 2% | 5%
CC(=O)c1cc(C#N)c(Oc2cc(C)cc(C)c2)nc1C | -7% | -14% | 1.3% | -1% | -4%
CCOC(=O)N1CCC(NC(=O)c2cc(C(=O)Nc3ccc(F)cc3F)ccc2CO)CC1 | -1% | -2% | 1.0% | 3% | -11% | VEEV TC-83 Vero 10K pilot screen=0.3
Cc1ccc(S(=O)(=O)N2CCCCC2C(=O)N2CCN(c3ccccc3F)CC2)cc1 (configuration not stated) | -9% | 8% | i | -5% | -2%
CSc1sc(C(=O)N(C)C)c2c1S(=O)(=O)N(C)c1ccccc1-2 | -19% | 3% | i | -7% | 5%
O=C(Cc1ccc(Cl)cc1)Nc1ccccc1C(=O)Nc1ccc(C(=O)O)cc1 | 10% | 15% | 0.5% | -4% | 3%
O=C(CC1C(=O)NCCN1Cc1ccccc1)NCCN1CCCCC1=O (configuration not stated) | -2% | -9% | i | -30% | 1%
O=C(N/N=C/c1ccc(-n2ccnc2)cc1)c1cccs1 | -3% | 38% | 7.3% | 9% | -8%
COc1ccc(S(=O)(=O)NCC2CCCN(Cc3ccccc3Cl)C2)cc1 (configuration not stated) | -2% | 22% | 0.5% | 0% | 1%
COc1ccc(/C=C/C(=O)c2ccccc2)c(OC)c1 | 2% | 60% | 0.7% | -3% | u
O=C(NCCN1CCc2ccccc2C1)C1CC(=O)N(C2CCCC2)C1 (configuration not stated) | -2% | 11% | 0.4% | -1% | 9%
C[C@]12CC[C@H](O)C[C@H]1CC[C@@H]1[C@@H]2CC[C@]2(C)[C@@H](C3=CC(=O)OC3)CC[C@]12O | 5% | 2% | <0.05µM* | -2% | -4%
Cc1nnc(NC(=O)C2CCCN(S(=O)(=O)Cc3ccccc3)C2)s1 (configuration not stated) | 4% | 1% | 2.1% | 6% | -6%

Structural class, those above with fluorine.
SMILES | influenza NS1A | M. tuberculosis | VEEV TC-83 Vero | Salmonella PhoP GFP | M. tuberculosis HTS | others
O=C(NC1CCCC1)C(c1ccc(Cl)cc1)N(Cc1ccc(F)cc1)C(=O)CCl (configuration not stated) | -9% | 51% | 12% | -8% | -7%
Cc1ncc2n1-c1ccc(Cl)cc1C(c1ccccc1F)=NC2 | -19% | 15% | 5.2% | x | -1%
CC(=O)N1CCN=C1SCc1c(F)cccc1Cl | -2% | -1% | 2.0% | -9% | -3%
CCOc1ccc([C@@H]2CC=C(C(=O)O)[C@H](c3ccc(F)cc3)N2S(=O)(=O)c2ccc(C)cc2)cc1 | -7% | -3% | 1.6% | -2% | 3%
O=C(CN1CCN(S(=O)(=O)c2ccc(F)c(Cl)c2)CC1)N1CCNC1=O | -8% | -10% | 0.7% | x | -14%
O=C(NCCCc1ccccc1)c1cc(COc2ccc(F)cc2Cl)on1 | -10% | 37% | 6.2% | 1% | 14%
N#Cc1c(SCC(=O)Nc2cccc(F)c2)sc2c(O)cc(=O)[nH]c12 | 10% | -3% | 1.1% | 9% | 6%
CCC(C(=O)NC1CCCCC1)n1c(SCc2ccc(F)cc2)nc2ccncc21 (configuration not stated) | 8% | 45% | 0.7% | 3% | -8% | VEEV TC-83 Vero 10K pilot screen=0.6
CCOC(=O)C1C(c2ccc(C)o2)NC(=O)NC1(O)C(F)(F)F (configuration not stated) | -4% | -9% | 0.8% | -5% | -1%
CCOC(=O)N1CCC(NC(=O)c2cc(C(=O)Nc3ccc(F)cc3F)ccc2CO)CC1 | -1% | -2% | 1.0% | 3% | -11% | VEEV TC-83 Vero 10K pilot screen=0.3
Cc1ccc(S(=O)(=O)N2CCCCC2C(=O)N2CCN(c3ccccc3F)CC2)cc1 (configuration not stated) | -9% | 8% | i | -5% | -2%
